hK5 inh = kallikrein 5 (human) inhibition | Q9Y337 | recombinant hK5, fluorogenic AMC substrate cleavage | inhibition, % at 5 µM | actives 0.59% (n = 210,000);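 active means inhibition of 40% or more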;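 further: 0% = enzyme controls without compound and 100% = no-enzyme blanks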
Target sequence (Q9Y337 67-293 limits assumed): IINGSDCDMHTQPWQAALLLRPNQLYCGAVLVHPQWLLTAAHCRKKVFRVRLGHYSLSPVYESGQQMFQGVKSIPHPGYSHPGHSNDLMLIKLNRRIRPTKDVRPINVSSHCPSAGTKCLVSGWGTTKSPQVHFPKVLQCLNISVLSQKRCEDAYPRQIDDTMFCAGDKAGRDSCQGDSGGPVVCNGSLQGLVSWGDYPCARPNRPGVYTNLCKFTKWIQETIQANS
Wee1 degr inh = blocks degradation of human Wee1 kinase; actives 1.2% (n = 220,000); P30291; reporter increase, % at 5 µM; HeLa Luc-Wee1K328M stability, luciferase luminescence; 100% = proteasome inhibitor MG132 effect;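 active means activation above the mean of all tested compounds plus 3 SD, set per screening run, cut at about 8.8% in these data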;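 further: cells exposed to compound for 20 h before luminescence read; 0% = DMSO alone and 100% = MG132 at 30 µM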
Target sequence (P30291 whole entry K328M): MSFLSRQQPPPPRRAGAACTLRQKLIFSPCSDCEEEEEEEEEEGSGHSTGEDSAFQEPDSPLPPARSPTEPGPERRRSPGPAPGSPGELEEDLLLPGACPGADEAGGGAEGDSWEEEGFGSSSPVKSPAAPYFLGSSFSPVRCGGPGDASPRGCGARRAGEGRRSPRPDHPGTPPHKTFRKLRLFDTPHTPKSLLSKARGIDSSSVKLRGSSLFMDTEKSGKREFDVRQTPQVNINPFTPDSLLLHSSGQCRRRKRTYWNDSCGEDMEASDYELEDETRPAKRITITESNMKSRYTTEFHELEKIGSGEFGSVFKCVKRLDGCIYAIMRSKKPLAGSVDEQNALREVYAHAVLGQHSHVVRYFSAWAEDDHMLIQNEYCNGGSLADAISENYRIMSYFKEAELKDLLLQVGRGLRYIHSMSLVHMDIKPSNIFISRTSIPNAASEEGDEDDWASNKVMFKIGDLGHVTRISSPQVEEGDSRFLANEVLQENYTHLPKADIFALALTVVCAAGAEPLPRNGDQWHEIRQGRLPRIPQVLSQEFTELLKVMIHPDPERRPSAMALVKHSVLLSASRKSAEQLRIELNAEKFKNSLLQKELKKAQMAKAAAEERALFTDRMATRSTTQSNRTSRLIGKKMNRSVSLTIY
FXIIa inh 1536 = blocks human coagulation factor XIIa protease activity; P00748; purified FXIIa, Boc-QGR-AMC fluorogenic substrate, 2 h; inhibition, % at 5 µM; actives 0.3% (n = 220,000); in the data active means inhibition above about 40%;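 further: 0% = enzyme with no compound and 100% = blank without enzyme; many of its hits are not listed in these tables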
Runt-SMMHC FRET = Runt domain-CBFb-SMMHC interaction inhibition; Cerulean-Runt/Venus-CBFb-SMMHC FRET ratio 530/480, 1 h; inhibition, % at 20 µM; actives 0.74% (n = 220,000); AID 1434;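 active means mean inhibition across duplicate retests at 20 µM reaching about 50%, limit read from the data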;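 further: 0% = DMSO wells and 100% = wells with excess untagged CBFb-SMMHC; inhibitors lower the FRET ratio by blocking Runt binding to CBFb-SMMHC; some results filed as inactive read as strong as hits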
FXIa inh 1536 = factor XIa (human) inhibition; P03951; purified FXIa, Boc-Glu-Ala-Arg-AMC fluorogenic substrate; inhibition, % at 5 µM; actives 0.14% (n = 220,000);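 active means inhibition of at least 40%; inactive means inhibition below 40%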;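 further: fluorescence of freed AMC excited at 355 nm; 0% = enzyme without compound and 100% = no enzyme blank; many of its hits are not listed in these tables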
14-3-3 Bad PPI = disrupts binding of bovine 14-3-3 zeta to phospho-Bad peptide; P63103; TR-FRET 14-3-3zeta/Dy647-pBad peptide displacement, 1 h; inhibition, % at 21.7 µM; actives 0.71% (n = 220,000);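 active means inhibition above about 70%, limit read from the data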;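 further: 0% = full 14-3-3 plus peptide FRET controls and 100% = background without 14-3-3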
Runt-CBFb FRET = inhibitors of human RUNX1 Runt domain binding to CBFb | Q01196+Q13951 | Cerulean-Runt/Venus-CBFb FRET ratio 530/480, 1 h | inhibition, % at 20 µM | actives 0.46% (n = 220,000) | AID 1496;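 active means inhibition over about 50% at 20 µM in the single-dose screen, limit read from the data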;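 further: 0% = DMSO wells and 100% = excess unlabeled CBFb competitor control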
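Assay system: Cerulean-Runt domain / Medium: Tris 50 mM pH 7.5, KCl, K2SO4, 0.01% BSA / Timing: protein complex preformed 1 h, compound exposure 1 h, room temperature, dark / Measured by: FRET, excitation 422 nm, emission at 530 and 480 nm / Evaluation: loss of energy transfer signal / Control set: 5 µM unlabeled CBFb as full-inhibition high control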
Hck Nef HTS = inhibitors of human Hck kinase activated by Nef | P08631 | Recombinant Hck-YEEI plus Nef, Z-Lyte FRET kinase assay | inhibition, % at 20 µM | actives 0.68% (n = 220,000) | AID 463187;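 active means Hck-Nef kinase inhibition above about 50%, limit read from the data; inactive means inhibition below that limit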;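 further: 0% = DMSO with Hck plus Nef and 100% = Hck alone without Nef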
thrombin 1536 = thrombin (human) inhibition | P00734 | alpha-thrombin, Boc-VPR-AMC fluorogenic substrate cleavage | inhibition, % at 5 µM | actives 0.26% (n = 220,000) | AID 1046;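 active means inhibition at or above 40%; inactive means inhibition below 40%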;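 further: 0% = enzyme with no compound and 100% = wells without enzyme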
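System: Human alpha-thrombin protein | Medium: pH 7.5 Tris (50 mM) with NaCl 150 mM, Tween 20 0.05% | Times: Enzyme reaction carried out at room temperature | Detection: AMC fluorescence, 355/460 nm | Evaluation: Percent inhibition scaled between no-compound controls and no-enzyme blanks | Benchmarks: Enzyme without compound as high, wells lacking enzyme as low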
An asterisk follows results filed as active; nt = not tested or not shown; [ ] = dose if it differs, or a comment. Not all compounds are listed; rates above refer to the full screens.

SMILES	hK5 inh	Wee1 degr inh	FXIIa inh 1536	Runt-SMMHC FRET	FXIa inh 1536	14-3-3 Bad PPI	Runt-CBFb FRET	Hck Nef HTS	thrombin 1536
CCCCn1c(N)c(C(=O)OCC2CCCO2)c2nc3ccccc3nc21 (stereo not drawn)	-58	0	7	106*	1	14	41	26	-3
CC(=O)OC1(c2ccc(C)cc2)CN2CCC1c1ccccc12 (stereo not drawn)	-23	-1	14	0	20	32[fluorescence artefact?]	1	2	-9
O=C(CN1CCCC1=O)NCCc1ccccc1	-4	0	4	-2	-6	-5	0	19	-2
O=C(c1ccc(N2CC3CC(C2)c2cccc(=O)n2C3)c([N+](=O)[O-])c1)N1CCCC1 (stereo not drawn)	-7	2	7	-3	-3	-9	1	20	-12
COc1ccc(CC2c3cc(OC)c(OC)cc3CCN2C)cc1O (stereo not drawn)	5	2	14	3	8	1	0	7	0
CN(C)C(=O)Oc1cccc(-c2cn3cc(Cl)ccc3n2)c1	-15	2	2	-3	-1	7	-2	5	-7
Cc1ccc(-n2c(O)c(C=NCCCn3ccnc3)c(=O)[nH]c2=O)cc1	-1	-1	8	-2	2	-10	2	11	0
COC(=O)c1c(C)n(Cc2ccco2)c2ccc(O)cc12	7	3	16	0	2	0	3	3	0
COc1ccc(N=C(C)c2c(O)n(C3CCCCC3)c(=O)[nH]c2=O)c(OC)c1	-6	0	-1	-1	-3	-1	-1	2	-3
O=c1[nH]c(=O)n(C2CCCCC2)c(O)c1/C=C/C=Nc1ccccc1	4	-2	5	81*	0	-7	-3	27	-4
COc1ccc2[nH]c(C)c(CCNCc3cc(OC)c(OC)c(OC)c3)c2c1	5	1	11	-34	-1	-13	-7	19	-2
Cc1cc(N2C(=O)CC(N3CCC(n4c(=O)[nH]c5ccccc54)CC3)C2=O)no1 (stereo not drawn)	-11	1	-3	1	-1	2[fluorescence artefact?]	8	-1	1
Cc1cc(C=C(C#N)C#N)ccc1N1CCCC1	5	1	7	-63	7	-4	-32	21	-4
CCN(CC)c1ccc(C=C2C(=O)NC(=S)NC2=O)cc1	2	-1	13	40	5	4	30	9	6
CC1CC2(O)c3no[n+]([O-])c3CCC2N1O (stereo not drawn)	-8	3	8	1	6	-7	0	1	2
CC1Oc2cc3c(-c4c(O)cc(O)c5c(O)c6c(cc45)OC(C)C(C)C6=O)c(O)cc(O)c3c(O)c2C(=O)C1C (stereo not drawn)	-16	4	13	-196	7	25	-28	49	5
CCN(CC)CCCN=C(C)c1c(O)n(C2CCCCC2)c(=O)[nH]c1=O	-27	0	9	-6	-9	-6	0	3	-2
O=[N+]([O-])c1ccc(N2CCCC2)c2ccncc12	3	-2	7	-29	3	-11	-18	44	1
OC1(c2ccc(F)cc2)CC2CCC(C1)N2Cc1nnnn1C1CCCCC1 (stereo not drawn)	-25	2	19	-7	3	7	-3	-1	2
Cn1c(O)c(/C=C2\N=c3ccccc3=C2CCNC(=S)NC2CC2)c(=O)n(C)c1=O	0	0	3	-8	1	-9	5	42	-7
O=C1NC(=O)C(CCc2ccncc2)(Cc2ccc(OCc3ccccc3)cc2)C(=O)N1	-2	8.8*	7	1	0	0	-2	21	-2
C(#CCN1CCOCC1)COCC#Cc1ccccc1	-31	-3	3	-1	0	55[fluorescence artefact?]	-1	2	5
COC(=O)c1ccccc1N=Cc1c(O)[nH]c(=S)[nH]c1=O	0	3	5	6	-1	-2	18	21	-1
CC1(C)C(=O)C=C[C@]2(C)[C@H]3CC[C@@]4(C)[C@H](c5ccoc5)OC(=O)[C@H]5O[C@]54[C@]3(C)[C@H](O)C[C@@H]12	-6	1	15	0	1	-2	0	-5	2
CCOC(=O)C1(CCc2ccccc2)CCN(Cc2cccc3cnccc23)CC1	nt	1	6	0	-1	-10	0	5	-2
Remaining list, next part.
SMILES	hK5 inh	Wee1 degr inh	FXIIa inh 1536	Runt-SMMHC FRET	FXIa inh 1536	14-3-3 Bad PPI	Runt-CBFb FRET	Hck Nef HTS	thrombin 1536
CCc1ccc(CN2CCN(C(=O)Cc3ccccc3)CC2)cc1	-3	-4	5	1	-4	55	-3	12	-5
Cc1ccc2c(c1)C1CN(C)CCC1N2C(=O)Nc1cccc(C(F)(F)F)c1 (stereo not drawn)	18	-2	5	0	0	7	0	-1	-6
O=C(CCl)Nc1nccs1	-1	3	6	-4	4	1	2	1	-1
C=C(CO)CC1CC(O)[C@]2(C)OC3CC4OC5C[C@]6(C)O[C@]7(C)CCC8OC9C[C@]%10(C)OC%11C(C)=CC(=O)OC%11CC%10OC9C[C@@H](C)C8OC7CC6O[C@]5(C)C/C=C\C4OC3CC2O1 (stereo partly drawn)	-4	-2	11	2	-1	4	-2	-7	-5
CC(=O)c1ccc(-c2ccccc2)cc1	-4	-1	4	0	6	-2	-2	1	-4
CCOC(=O)c1sc(/N=C/c2c(O)n(-c3ccccc3)c(=O)[nH]c2=O)c(C#N)c1C	-4	4	17	2	3	45	5	14	3
O=C(c1cc2c(s1)CCCCCC2)N1CCC2(CC1)OCCO2	1	-2	6	-1	-6	1	-2	0	-5
O=C(C[n+]1ccn(CCCNP2(=O)C=C(c3ccccc3)OC(c3ccccc3)=C2)c1)c1ccccc1	-2	-2	4	-4	-6	9	0	-15	-8
O=C(Nc1ccc(C(F)(F)F)cc1)c1cccn(Cc2ccc3c(c2)OC(F)(F)O3)c1=O	-17	0	7	-5	-5	-7[fluorescence artefact?]	-3	2	-4
O=c1[nH]c(=O)n(Cc2ccco2)c(O)c1/C=N/N1CCCCCC1	-16	1	12	6	8	3	1	3	-2
CC(NC1CCCCC1)C(O)C12CC3CC(CC(C3)C1)C2 (stereo not drawn)	-4	1	4	-3	4	1	1	0	-1
O=C(Cc1ccccc1)N1CCN(C2CCCCCC2)CC1	nt	-1	5	2	0	28	2	3	-4
O=C1NC(=O)N(Cc2ccccc2)C(=O)/C1=C\N1CCCc2ccccc21	-16	0	9	48	6	-3[fluorescence artefact?]	37	0	0
CCCNc1oc(-c2cccc3ccccc23)nc1C#N	-260	0	-26	-3	-24	-6	7	4	-19
O=C(Nc1cccc2ccccc12)N1CCC2(CC1)OCCO2	-6	1	3	-4	-5	-2	4	-7	-7
O=P(Nc1ccccc1)(Nc1ccccc1)Oc1cccc(Cl)c1	-28	-2	0	-1	-6	-12	-3	1	-3
O=C(O)Cn1cc(C(=O)c2ccccc2)c2ccccc21	10	-1	16	1	5	3	2	1	4
Cc1cc(N(CCCl)CCCl)ccc1/C=N/NC(=O)c1ccco1	-14	1	14	-4	8	33	-2	9	1
Cn1c(O)c(N=Nc2ccc(S(=O)(=O)N3CCOCC3)cc2)c(=O)n(C)c1=O	-3	-1	14	-2	6	-4	0	2	-6
O=C(c1ccc(N2CCCCC2)c([N+](=O)[O-])c1)N1CCC2(CC1)OCCO2	-1	0	7	1	-4	3	-2	18	-4
CN(C)c1ccc(C=C2C(=O)NC(=O)NC2=O)cc1[N+](=O)[O-]	1	-2	12	-1	-2	-1	2	11	-2
Cc1cc(Cl)ccc1C(=O)C1CCCN(C2CCSCC2)C1 (stereo not drawn)	nt	-1	12	-6	4	1	-1	-2	-1
CC12CN3CC(C)(CN(C1)P3(=O)Oc1ccccc1)C2=O (stereo not drawn)	4	1	13	-4	7	39	0	0	-2
CCC1CN(C)CCC1(OC(C)=O)c1ccccc1 (stereo not drawn)	-4	-2	8	-1	-1	-1	-2	13	-1
CCOc1ccc(-n2c(O)c(C=Nc3ccc(NC(C)=O)cc3)c(=O)[nH]c2=O)cc1	2	2	3	-2	20	-2	0	16	-1
Next part:
SMILES	hK5 inh	Wee1 degr inh	FXIIa inh 1536	Runt-SMMHC FRET	FXIa inh 1536	14-3-3 Bad PPI	Runt-CBFb FRET	Hck Nef HTS	thrombin 1536
COC(=O)C(=O)N1CC2(C)CNCC(C)(C1)C2=O	5	8	9	-4	1	-8	1	20	-3
Cc1nonc1OCCNCCNc1ccc([N+](=O)[O-])c2cccnc12	-6	4	17	-5	6	-12[fluorescence artefact?]	-2	1	-13
CC[N+]1(C)CCCC(OC(=O)C(O)(c2ccccc2)c2ccccc2)C1 (stereo not drawn)	-5	-4	5	-1	-1	-3	-2	1	nt
CCC(=NCCOc1ccc(Cl)cc1)c1c(O)n(C)c(=O)n(C)c1=O	-4	-1	-10	-2	-7	5[fluorescence artefact?]	-5	6	-4
CN(C(=O)Oc1ccc(Cl)c2cccnc12)c1ccccc1	-18	1	11	1	5	-17[fluorescence artefact?]	0	1	-1
CCN1c2nc3c(C)cccn3c(=O)c2CC2(C(=O)N(C)C(=O)N(C)C2=O)C1C (stereo not drawn)	-11	3	20	4	1	19	1	0	-3
CC12CN3CC(C)(CN(C1)C3c1cccs1)C2 (stereo not drawn)	4	-2	18	0	-31	1	-2	0	2
O=C(c1cccs1)C1CN2CCC1CC2 (stereo not drawn)	-15	-4	9	-1	3	-12	3	1	-6
CCC1(CC)C(=O)NC(=NCCc2c[nH]c3ccccc23)NC1=O	-1	4	6	8	3	-13	1	-3	4
CCOc1ccc(N=Cc2c(O)n(CCc3ccc(OC)c(OC)c3)c(=O)[nH]c2=O)cc1	2	-1	11	0	2	27	-1	22	0
Oc1cccc(/C=N/NP(=S)(c2ccccc2)c2ccccc2)c1	-11	0	8	2	2	-16	-2	0	1
Cc1cc(OCCCC(=O)NCc2cccs2)ccc1Cl	-22	0	0	0	-1	-15	-2	3	-12
CCc1ccc(-n2c(O)c(C(C)=O)c(=O)[nH]c2=O)cc1 (tested in a mixture with another compound)	-4	4	5	-3	0	7	0	15	-3
O=c1c2ccccc2nc(-c2ccco2)n1-c1ccc(Br)cn1	7	-2	5	-1	-1	-1[fluorescence artefact?]	-1	1	0
CC12CNCC(C)(CNC1)C2O (stereo not drawn)	2	-2	12	1	6	-8[fluorescence artefact?]	-2	-1	5
CC(C)n1c(=O)c(C=Nc2ccc(Cl)cc2)c(O)n(Cc2ccco2)c1=O	33	4	15	3	9	5	21	1	17
C=CCN(c1ccc(C(=O)N(CC)CC)cc1)S(C)(=O)=O	-10	-2	13	0	11	-3	-6	7	5
Cn1cccc1/C=C1/C(=O)NC(=O)N(Cc2ccccc2)C1=O	-13	5	2	10	0	-8	3	0	-2
Cc1ccc2nc(C)n(-c3ccc(F)cc3)c(=O)c2c1	-5	2	7	2	-1	5	1	16	2
CC(=O)Nc1ccc(OC(=O)c2ccccc2N)cc1	-40	-1	-16	-7	-18	-15	0	1	-6
O=C(CCl)NCC1CCCO1 (stereo not drawn)	-7	1	11	0	-12	-13	-1	22	-1
N#CC(C#N)=Cc1ccc(C=C(C#N)C#N)cc1	0	7	2	-1	-3	-13	3	-14	-4
